RORgamma inh = blocks mouse ROR gamma transcriptional activity; Drosophila S2 Gal4-RORgamma UAS-luciferase reporter, 20 h; Potency, µM (titrated, usually from 53.6 µM), for the others: at the top dose activity change, negative = inhibition, actives largely listed as inhibitors; hit rate 5.4% among 310,000; note: potency is the fitted concentration of half-maximal effect; % is set by controls: 0 for no effect and ±100 for the full control effect; nearly all actives have a fitted effect of over 60% in size
Target sequence (P51450 whole entry, looked up, the tested form may be a part): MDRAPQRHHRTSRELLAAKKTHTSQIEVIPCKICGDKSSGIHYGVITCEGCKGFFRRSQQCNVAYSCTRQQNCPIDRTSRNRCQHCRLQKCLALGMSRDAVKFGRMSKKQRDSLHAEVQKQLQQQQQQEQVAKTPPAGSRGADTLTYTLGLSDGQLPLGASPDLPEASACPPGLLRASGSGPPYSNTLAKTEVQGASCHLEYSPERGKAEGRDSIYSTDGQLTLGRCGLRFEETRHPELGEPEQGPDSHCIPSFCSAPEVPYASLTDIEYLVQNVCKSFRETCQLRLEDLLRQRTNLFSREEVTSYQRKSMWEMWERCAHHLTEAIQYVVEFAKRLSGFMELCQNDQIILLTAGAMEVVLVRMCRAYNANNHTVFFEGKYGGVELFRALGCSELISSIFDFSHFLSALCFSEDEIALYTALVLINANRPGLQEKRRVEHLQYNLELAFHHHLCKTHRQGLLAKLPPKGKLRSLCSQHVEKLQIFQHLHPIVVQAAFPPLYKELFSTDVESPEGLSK
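Read-out: Photinus luciferase luminescence; inhibitors lower reporter signal. Insect Schneider cells with Gal4-ROR gamma fusion under metallothionein promoter, UAS reporter; 700 uM final copper sulfate induction, 20 hr, ambient temperature.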
FLuc counter = inhibits or activates purified firefly luciferase, miR-21 counter-screen; AID 588342; hit rate 6.9% among 360,000; Potency, µM (series often up to 57.5 µM), for inactives: at the highest dose activity change, negative = inhibition, actives largely listed as inhibitors; P08659; purified FLuc, Km substrates, luminescence inhibition;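 note: potency is the fitted concentration of half-maximal effect; plate controls were vehicle for no effect and reference inhibitor for full effect; nearly all actives have a fitted effect of over 55% in size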
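Biochemical qHTS of compounds, final roughly 60 µM downward over six points, against 10 nM purified firefly luciferase using Km concentrations of substrates (10 uM D-luciferin, 10 uM ATP) in Tris acetate pH 7.5 buffer; luminescence output.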
Giardia kill = kills Giardia lamblia; AID 540267; hit rate 0.15% among 340,000; Giardia lamblia trophozoite viability; activity change, % at 7.66 µM, hits read low; in the data active = activity change below about -80%; inconclusive = between about -30% and that limit;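 note: parasites exposed to compound for two days anaerobically before the ATP read; % is set by controls: 0 for no effect and ±100 for the full control effect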
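Each well holds 100 Giardia trophozoites and compound. After two days (48 hrs) at 37 deg C in anaerobic conditions, ATP is quantified by luminescence.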
PKM2 activator = PKM2 (human) enzyme activation | P14618 | hit rate 0.34% among 260,000 | Potency, µM (highest dose often 57.5 µM), for inactives: top-dose activation, usual class: activators | AID 1631 | purified PKM2, Kinase-Glo ATP luminescence, activation; response scale: 0% is enzyme alone, no compound; note: potency is the fitted concentration of half-maximal effect; % is set by controls: 0 for no effect and ±100 for the full control effect; nearly all actives have a fitted effect of over 55% in size
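Purified hPK-M2 (>95%) run at intermediate activity with 0.1 mM ADP and 0.5 mM PEP in 50 mM imidazole pH 7.2, KCl, MgCl2; 1 h room temperature. ATP formed read by Kinase-Glo luminescence; normalized to uninhibited and no-enzyme controls.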
Menin-MLL TR inh = inhibitors of human menin-MLL interaction, mutant MLL peptide; Potency, µM (series often up to 61.6 µM), inactives show at the top dose FP activity change, negative = inhibition, usual class: inhibitors; AID 1768; hit rate 0.23% among 270,000; O00255; Menin + Texas Red MLL mutant peptide, fluorescence polarization; active = well fitted inhibition curve with a large enough effect in the polarisation, with a control signal flat, not every such curve was filed as active; inconclusive = small, poorly fitted or top-dose-only effect, or effect the other way, or a change in a side signal; inactive = no such curve, though single readings can be large or run the other way; the % refers to the polarisation; note: potency is the fitted concentration of half-maximal effect; % of control where 0% means no effect; many of its hits are not listed in these tables
Target sequence (O00255 whole entry, looked up): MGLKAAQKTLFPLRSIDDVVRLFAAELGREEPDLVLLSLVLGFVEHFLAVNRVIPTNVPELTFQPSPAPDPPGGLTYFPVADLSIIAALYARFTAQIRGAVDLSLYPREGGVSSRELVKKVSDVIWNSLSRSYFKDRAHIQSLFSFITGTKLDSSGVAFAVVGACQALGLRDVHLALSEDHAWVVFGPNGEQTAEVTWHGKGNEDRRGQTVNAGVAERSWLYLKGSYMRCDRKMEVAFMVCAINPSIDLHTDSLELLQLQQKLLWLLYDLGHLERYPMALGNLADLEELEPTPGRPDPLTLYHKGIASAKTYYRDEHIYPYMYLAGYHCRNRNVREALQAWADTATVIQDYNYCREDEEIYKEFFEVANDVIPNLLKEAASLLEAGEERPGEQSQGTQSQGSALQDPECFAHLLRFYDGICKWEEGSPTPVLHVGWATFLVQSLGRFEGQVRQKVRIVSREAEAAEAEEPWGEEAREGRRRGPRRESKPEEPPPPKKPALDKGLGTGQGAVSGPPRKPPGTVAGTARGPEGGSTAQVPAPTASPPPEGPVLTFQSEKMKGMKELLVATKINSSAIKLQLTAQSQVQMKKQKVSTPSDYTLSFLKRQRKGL
BRCA1 expr act = increases BRCA1 expression | MCF7-BRCA1-FFLuc reporter, luminescence, 48 h; response scale: scaled: vehicle 0%, 10 µM genistein 100% | Potency, µM (top dose mostly 46.1 µM), inactives show at the top dose activation, actives largely listed as activators | hit rate 1.1% among 380,000 | AID 624202; note: potency is the fitted concentration of half-maximal effect; nearly all actives have a fitted effect of over 80% in size; some results filed as inactive show a strong effect at the top dose
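Quantitative HTS in MCF7 cells stably reporting BRCA1 expression via firefly luciferase. Compound treatment lasts 48 h at 37 °C in phenol-red free MEM. Activation is expressed relative to genistein at 10 microM and DMSO.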
p53 reactivator = mutant p53 re-activation in reporter cells; Potency, µM (series often up to 92.2 µM), inactives show at the top dose activity change, positive = activation, hits mostly activators; hit rate 0.063% among 320,000; AID 504706; H1299 p53-A138V BP100-luciferase reporter, luminescence, 24 h; note: potency is the fitted concentration of half-maximal effect; % of control where 0% means no effect; nearly all actives have a fitted effect of over 45% in size
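p53-null H1299 cells stably carrying temperature-sensitive p53-A138V and a BP100-luciferase reporter were pinned with compounds (4-point, 1:5 series) and held 24 hrs at 37 deg C. Luminescence was read 10 min after detection reagent.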
Rab9 promoter act = activators of Rab9 promoter; Huh7 Rab9 promoter-luciferase reporter, luminescence, 24 h; Potency, µM (top dose mostly 9.22 µM), for inactives: at the highest dose activation, negative = inhibition, most hits filed as activators; hit rate 2.8% among 320,000; note: potency is the fitted concentration of half-maximal effect; % of control where 0% means no effect; nearly all actives have a fitted effect of over 60% in size
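Steps: seed 1500 Huh7 Rab9-luc cells per well, rest 2 h at 37 °C; add compound in DMSO; incubate 24 h; add luciferase reagent, 10 min ambient; read luminescence.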
Gal4-VP16 FLuc = counter-screen for ROR gamma inhibitors: Gal4-VP16 reporter; Potency, µM (top dose mostly 53.6 µM), for inactives: top-dose activity, negative = inhibition, usual class: inhibitors; Drosophila S2 Gal4-VP16 UAS-luciferase, luminescence, 20 h; hit rate 3.5% among 310,000;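 note: Gal4-VP16 expression switched on by copper sulfate through the metallothionein promoter; potency is the fitted concentration of half-maximal effect; % is set by controls: 0 for no effect and ±100 for the full control effect; nearly all actives have a fitted effect of over 50% in size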
NPC1 prom act = NPC1 promoter activation. Potency, µM (highest dose often 9.22 µM), without a hit: at the highest dose activation, usual class: activators. hit rate 2.4% among 320,000. Huh7 NPC1 promoter luciferase reporter, 24 h;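 note: potency is the fitted concentration of half-maximal effect; % of control where 0% means no effect; nearly all actives have a fitted effect of over 60% in size; reporter is driven by a mutant NPC1 promoter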
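Luciferase expression driven by the NPC1 promoter was measured in stably transfected Huh7 cells after a 24 h compound incubation, using a luciferase reagent and a luminescence read.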
ELG1 genotox = genotoxicity induction in ELG1-luciferase HEK293T cells; AID 504466; Potency, µM (highest dose often 46 µM), inactives show at the top dose activity change, positive = activation, hits mostly activators; hit rate 1.3% among 330,000; HEK293T ELG1-luciferase reporter, luminescence, 16 h; note: potency is the fitted concentration of half-maximal effect; % of control where 0% means no effect; nearly all actives have a fitted effect of over 60% in size
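16 hr compound incubation (37 °C, 5% CO2) of HEK293T cells carrying luciferase-tagged ELG1; luciferase then measured by ONE-Glo luminescence after 30 min at RT.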
* = called active by the depositor; ? = inconclusive; · = not tested or not shown; [ ] = another dose, or the depositor's remark. Unless noted, calls come from the whole dose curve; as a rule, active = well fitted curve in the direction sought with a large enough effect; inconclusive = small, poorly fitted or top-dose-only effect, or another doubt; inactive = no such curve, though single readings can be large; an effect the other way counts as inactive or inconclusive.

SMILES	RORgamma inh	FLuc counter	Giardia kill	PKM2 activator	Menin-MLL TR inh	BRCA1 expr act	p53 reactivator	Rab9 promoter act	Gal4-VP16 FLuc	NPC1 prom act	ELG1 genotox
Cc1ccc2c(c1)N(C(=O)CCC(=O)N1CCC3(CC1)OCCO3)CCO2	-1.6%	4.5%	-12.3	·	·	-0.4%	0.3%	-8.4%	-5.0%	-1.1%	3.4%
CCOc1ccccc1N=C1SCCCN1C	-5.8%	-0.8%	-5.2	-4.2%	3.3%	-12.2%	-1.8%	-2.0%	3.7%	2.1%	-0.7%
NC(=O)c1ccc(C(=O)Nc2ccc([As](=O)(O)O)cc2)cc1	-1.4%	?	·	-1.9%	-28.0%	·	-4.5%	-4.5%	-1.6%	-4.5%	-0.1%
NCCCC(=O)OC1N=C(c2ccccc2Cl)c2cc(Br)ccc2NC1=O (stereo not drawn)	-18.0%	0.1%	0.4	0.7%	?	-20.4%	-8.9%	-2.4%	-8.1%	-1.8%	-4.0%
COCCNC(=O)Cn1cc(C=C2C(=O)NC(=O)NC2=O)c2ccccc21	-1.1%	-9.2%	14.2	·	14.8%	33.7%	-4.0%	-4.0%	-4.3%	-2.3%	0.6%
O=C1CC(N2CCC(n3c(=O)[nH]c4ccccc43)CC2)C(=O)N1Cc1ccccc1 (stereo not drawn)	-29.3%	-32.2%	2.2	-18.0%	3.3%	-9.8%	-8.1%	-6.4%	?	0.3%	-10.6%
Fc1ccc(CCNCc2cccc(Cl)c2)cc1	-21.8%	-1.4%	0.4	0.3%	-8.0%	-1.9%	-6.1%	-5.1%	-11.3%	-2.2%	-2.6%
Clc1ccccc1CN1CCN(c2ccccc2Cl)CC1	-3.6%	-1.2%	-14.1	0.8%	-11.2%	-3.2%	-1.4%	?	5.6%	-0.2%	-0.8%
COC(=O)CN1C(=O)C2(C(C(=O)OC)=C(N)Oc3ccccc32)C2=C1CC(C)(C)CC2=O (stereo not drawn)	19.0%	-0.1%	-1.2	-0.1%	7.6%	4.5%	1.4%	-8.8%	1.0%	-2.6%	-2.3%
O=c1[nH]c(=S)[nH]c(O)c1N=Nc1cccc(S(=O)(=O)N2CCOCC2)c1	5.5%	1.9%	?	-0.4%	·	-28.5%	?	-1.2%	-2.8%	0.8%	1.2%
CCCCc1nc2ccccc2c(=O)n1-c1ccc(O)cc1	-3.2%	0.7%	-13.2	-15.6%	-15.1%	-20.0%	-12.7%	1.8%	-18.5%	1.4%	-4.9%
CCNC(=O)[C@H]1O[C@@H](n2cnc3c(N)ncnc32)[C@H](O)[C@@H]1O	-26.8%	1.4%	2.2	7.7%	13.5%	-8.4%	·	-0.4%[46.1 µM]	-11.5%	1.9%[46.1 µM]	·
CCOc1cc2c(cc1OCC)-n1cccc1C(c1ccccc1OC)NC2 (stereo not drawn)	-15.6%	-0.7%	-5.6	·	?	-41.3%	-0.2%	-0.6%	21.8%	-2.7%	-7.2%
OC(Cc1ccccc1)(c1ccccc1)C1CN2CCC1CC2 (stereo not drawn)	-14.4%	4.7%	1.8	2.4%	0.9%	-42.1%	1.0%	-6.8%	-5.6%	-3.0%	-5.3%
OCCOc1ccccc1	21.8%	11.3%	12.6	·	10.3%	37.1%	0.9%	-0.5%	-8.6%	-2.6%	-2.4%
COc1ccc(CCNCc2ccncc2)cc1	-8.5%	-0.4%	-4.2	3.1%	0.4%	-6.4%	-0.8%	-0.6%	6.0%	-2.1%	0.1%
O=C(Cn1ncc2ccccc21)N1CCC2(CC1)OCCO2	0.8%	5.9%	0.3	0.1%	4.3%	39.4%	22.3%	2.4%	4.2%	2.9%	3.0%
CC(C)(C)c1ccc(CN2C(=O)CN=C(c3ccccc3)c3ccccc32)cc1	24.6%	-4.3%	-5.8	11.0%	·	-51.7%	-6.8%	-0.9%	0.1%	-1.9%	2.1%
COc1ccc(C2N3CC(C)(C)CN23)cc1 (stereo not drawn)	17.3%	-0.3%	·	-2.9%	-8.0%	·	-1.6%	0.0%	7.9%	-4.1%	4.3%
CN1C(=O)C(=Cc2ccc(-c3cccc(Cl)c3)o2)C(=O)N(C)C1=O	12.6%	?	·	11.7%	?	·	2.7%	-4.6%	-0.3%	0.8%	7.3%
CC(C)(C)c1ccc(-c2n[nH]c(=S)n2CCCN2CCOCC2)cc1	7.94µM*	5.5%	1.8	-6.5%	-10.9%	8.0%	-9.4%	-2.0%	-25.6%	-3.4%	-2.9%
C=CCn1c(O)c(/C(CC)=N/NC(=S)Nc2ccccc2)c(=O)[nH]c1=O	?	?	7.7	2.8%	·	0.0%	9.6%	-0.6%	3.4%	-3.8%	9.0%
COc1cccc(NP(=O)(Oc2ccccc2)Oc2ccccc2)c1	?	-2.1%	1.8	-16.5%	9.8%	-92.2%	9.6%	-5.8%	-7.3%	-17.6%	-1.9%
CC12CC[C@H]3[C@@H](CCC4(O)C[C@H](O)CCC34/C=N/NC(=O)Cc3ccccc3)C1(O)CCC2C1=CC(=O)OC1 (stereo partly drawn)	14.6%	-0.6%	40.0[activator]	2.3%	-11.8%	-18.4%	-0.1%	-4.2%	2.8%	-4.1%	-6.8%
COc1ccc(CCNCc2ccc(F)cc2)cc1OC	7.7%	-0.1%	-11.2	-3.4%	·	-10.6%	1.8%	-3.7%	2.9%	-0.4%	-1.3%
C=CCn1c(O)c(C(CC)=Nc2ccc(N(C)C)cc2)c(=O)[nH]c1=O	17.4%	-4.6%	8.3	-2.0%	·	-21.5%	1.3%	5.5%	-17.4%	0.0%	-2.7%
CNS(=O)(=O)c1cc(NC(=O)c2cccc3cccnc23)ccc1C	-6.3%	?	-3.0	2.0%	1.8%	22.6%	3.5%	2.0%	15.4%	2.1%	2.2%
CC(C)CNC(=O)c1c(N)n(Cc2ccc3c(c2)OCO3)c2nc3ccccc3nc12	?	0.5%	-14.6	3.7%	3.0%	-48.9%	-11.9%	1.1%	7.08µM*	1.5%	-20.5%
O=C(CCC(=O)N1CCC2(CC1)OCCO2)Nc1nnc(C2CCCCC2)s1	11.7%	-4.9%	-5.4	-0.8%	·	-9.6%	2.6%	-1.9%	-1.7%	-1.0%	-0.2%
CCN1C(=O)/C(=C/c2ccc3c(c2)CCN3CCCCl)C(=O)NC1=S	11.2%	?	1.9	5.4%	?	-27.6%	-0.7%	1.4%	3.9%	-0.7%	?
CC[N+](C)(CC)CCCCOc1ccc2c(c1)C(=O)c1cc(OCCCC[N+](C)(CC)CC)ccc1-2	32.3%	-4.3%	-23.4	-10.8%	·	3.7%	-2.5%	-1.7%	-2.8%	1.8%	0.1%
N=C1c2ccccc2CN1c1ccc(F)c([N+](=O)[O-])c1	-4.8%	4.5%	-14.8	-1.1%	·	0.0%	4.7%	1.3%	-1.9%	2.4%	-1.6%
Cc1nn(Cc2ccccc2)c(Cl)c1C(=O)Nc1ccc(OC(F)(F)F)cc1	8.3%	1.9%	13.5	2.4%	-3.5%	-32.2%	-3.0%	-5.5%	?	-4.6%	-1.0%
COc1ccc(C(=O)C2CCCN(CCO)C2)c(C)c1 (stereo not drawn)	-13.1%	0.0%	3.1	0.6%	-14.1%	-25.9%	14.6%	-6.5%	1.0%	-2.5%	2.8%
COc1cc(CCN)ccc1O	·	-1.2%	5.0	·	-8.0%	0.0%	3.1%	2.9%	·	11.6%	-1.3%
O=C(Nc1ccc(C(F)(F)F)cc1)OC1CN2CCC1CC2 (stereo not drawn)	15.4%	-18.3%	22.1	-0.3%	·	72.0%	-2.5%	1.0%	-3.3%	-2.9%	0.4%

Retrieved one by one from above, four records:
SMILES	RORgamma inh	FLuc counter	Giardia kill	PKM2 activator	Menin-MLL TR inh	BRCA1 expr act	p53 reactivator	Rab9 promoter act	Gal4-VP16 FLuc	NPC1 prom act	ELG1 genotox
CC[N+](C)(CC)CCCCOc1ccc2c(c1)C(=O)c1cc(OCCCC[N+](C)(CC)CC)ccc1-2	32.3%	-4.3%	-23.4	-10.8%	·	3.7%	-2.5%	-1.7%	-2.8%	1.8%	0.1%
Cc1nn(Cc2ccccc2)c(Cl)c1C(=O)Nc1ccc(OC(F)(F)F)cc1	8.3%	1.9%	13.5	2.4%	-3.5%	-32.2%	-3.0%	-5.5%	?	-4.6%	-1.0%
CNS(=O)(=O)c1cc(NC(=O)c2cccc3cccnc23)ccc1C	-6.3%	?	-3.0	2.0%	1.8%	22.6%	3.5%	2.0%	15.4%	2.1%	2.2%
CC(C)(C)c1ccc(-c2n[nH]c(=S)n2CCCN2CCOCC2)cc1	7.94µM*	5.5%	1.8	-6.5%	-10.9%	8.0%	-9.4%	-2.0%	-25.6%	-3.4%	-2.9%

From PubChem BioAssay

This is a subset; the hit share may differ from the screen's.
